ALOX12 inh – blocks human arachidonate 12S-lipoxygenase | actives 1.1% (n = 580,000) | Potency, µM (series often up to 108 µM), for inactives: at the highest dose activity change, negative = inhibition, hits mostly inhibitors | P18054 | purified 12hLO, xylenol orange hydroperoxide absorbance | AID 1671190; active = well fitted inhibition curve with a large enough effect; inconclusive = small, poorly fitted or top-dose-only effect, or another doubt; inactive = no such curve, though single readings can be large or run the other way; also: potency is read from the fitted curve at half-maximal effect
Target sequence (P18054 whole entry, looked up): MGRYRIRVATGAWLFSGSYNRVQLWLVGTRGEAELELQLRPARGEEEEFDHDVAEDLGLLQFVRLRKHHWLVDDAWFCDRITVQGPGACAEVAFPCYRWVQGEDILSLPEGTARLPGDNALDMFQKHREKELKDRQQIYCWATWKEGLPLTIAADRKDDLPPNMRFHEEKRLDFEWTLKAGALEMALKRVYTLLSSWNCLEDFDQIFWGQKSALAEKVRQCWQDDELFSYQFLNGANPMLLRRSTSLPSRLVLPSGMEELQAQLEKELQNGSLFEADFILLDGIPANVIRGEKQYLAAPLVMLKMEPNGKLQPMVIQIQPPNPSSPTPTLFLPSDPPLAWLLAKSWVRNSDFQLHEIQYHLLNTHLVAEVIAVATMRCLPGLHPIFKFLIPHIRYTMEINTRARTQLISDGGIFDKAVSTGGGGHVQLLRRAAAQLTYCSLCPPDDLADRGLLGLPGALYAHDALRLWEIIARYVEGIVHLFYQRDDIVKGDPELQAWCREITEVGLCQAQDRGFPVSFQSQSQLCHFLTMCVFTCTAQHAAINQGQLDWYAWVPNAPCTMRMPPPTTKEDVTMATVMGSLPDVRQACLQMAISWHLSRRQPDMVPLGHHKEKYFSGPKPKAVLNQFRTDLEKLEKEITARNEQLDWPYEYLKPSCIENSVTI
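Purified human 12hLO at 150 nM in 25 mM Hepes, 0.01% Triton X-100, pH 7.0, preincubated 15 min at room temperature with compound. Reaction started with 40 uM arachidonic acid, 30 min at room temperature. Hydroperoxide measured by Fe-xylenol orange, 573/405 nm absorbance ratio.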
LDHA inh – blocks human lactate dehydrogenase A; P00338; purified LDHA, NADH/diaphorase-resazurin fluorescence; hits give low values; activity change, % (values are at about 110 or 230 µM); actives 0.15% (n = 480,000); AID 1347041; in the data active = activity change below about -30%; inconclusive = mostly about -25% to -30%;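 also: plate controls were DMSO wells for no effect and wells without enzyme for full effect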
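Human LDH5 at 2 nM final in Tris HCl pH 7.4 with 0.06 mM NADH and 0.2 mM pyruvate, reacted 5 minutes at room temperature. Remaining NADH coupled via diaphorase/resazurin; resorufin fluorescence read at 0 and 20 minutes, normalized to enzyme-free and DMSO wells.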
* marks the source's active call; other numbers are inactive results; ? = inconclusive; & = joins results of further samples; [ ] = another dose, or the depositor's remark. Unless noted, % is scaled to controls: 0 for no effect and ±100 for the full control effect. An excerpt (hit frequency here may not be typical).

| Structure | ALOX12 inh | LDHA inh |
| --- | --- | --- |
| CC(=O)NCCNC(=O)CN1CCCC(c2nc3ccccc3o2)C1 (stereo unspecified) | -15% | -7 |
| CC(=O)N1CCN(C(=O)c2ccc3c(ccn3Cc3ccccc3)c2)CC1 | 0% | 1 |
| COc1ccccc1N(CCC#N)C(=O)CSc1ncnc2sc(C)c(C)c12 | -4% | 10 |
| O=c1c2nnn(-c3ccc(F)cc3)c2ncn1Cc1nc(-c2ccccc2)no1 | -21% | -10 |
| COc1ccccc1CNC(=O)CCc1ncc(-c2ccccc2F)o1 | ? | 8 |
| Cc1c(P(=S)(c2ccccc2)c2ccccc2)[n+]2ccccc2n1CCc1ccccc1 | -87% | -1&3 |
| O=C(O)c1ccnc2ccccc12 | ? | 9 |
| Cc1cc2oc(=O)cc(CSc3nncn3C(C)C)c2cc1C(C)C | -22% | 3 |
| CCc1ccc(N(Cc2cccs2)C(=O)c2cccs2)cc1 | 54% | 0 |
| C[C@@H]1CCCN1[C@@H]1CS(=O)(=O)N[C@H]1COCc1ccccc1 | -27% | -1 |
| O=C1NC[C@H](CCCCN2CCN(CCc3ccccc3)C(=O)C2=O)N(CCc2ccccc2)C1=O | 11% | 3 |
| O=C(Cc1ccsc1)Nc1cccc(Cl)c1 | 6% | -13 |
| CCC(C)NC(=O)COC(=O)c1ccc(C)c(C)c1 (stereo unspecified) | 0% | 3 |
| O=C(CCCc1c[nH]c2ccccc12)NCCC12CC3CC(CC(C3)C1)C2 | ? | 8 |
| CCOc1ccc2c(=O)c(Oc3ccc(C(=O)OC)cc3)c(C(F)(F)F)oc2c1 | 44%[activator] | 17 |

A few values from the entries so far.
Under LDHA inh, COc1ccccc1N(CCC#N)C(=O)CSc1ncnc2sc(C)c(C)c12 shows 10
Under ALOX12 inh, Cc1cc2oc(=O)cc(CSc3nncn3C(C)C)c2cc1C(C)C shows -22%

The list goes on:
| Structure | ALOX12 inh | LDHA inh |
| --- | --- | --- |
| CCCCNC(=O)C1(C)CCN1C(=O)c1cncc(Br)c1 (stereo unspecified) | 16% | -5 |
| CCc1nc2ccc(C(=O)NCCN(C)C)cn2c1N(CC)CCOC | 4% | -14 |
| Cc1noc(/C=C/c2ccccc2F)c1S(=O)(=O)N1CCCC(C(=O)N2CCC(C)CC2)C1 (stereo unspecified) | -4% | 5 |
| Cc1ccc(C(=O)/C=C/c2ccc3oc4ccccc4c3c2)cc1 | 21% | 4 |
| COc1ccc(C(=O)C(C)OC(=O)Cc2ccc(OC)c(F)c2)cc1 (stereo unspecified) | ? | 0 |
| c1ccc(-c2nc(CN3CCCC3c3ccsc3)co2)cc1 (stereo unspecified) | ? | 0 |
| CC(C)CCNc1nc(C(=O)Nc2nccs2)cs1 | 48%[activator] | ? |
| CCCn1c(=O)[nH]c(=O)c2c1nc(-c1ccc(CC)cc1)n2CCOC | -3% | -22 |
| CCOC(=O)CNC(=O)c1cc(-c2ccccc2)nc2ccccc12 | ? | 10 |
| CN(Cc1ccc(F)c(F)c1)S(=O)(=O)c1ccc2c(c1)CCC2 | -42% | -7 |
| COc1cccc(-c2nc(C(=O)N3CCC(C)CC3)nn2-c2ccccc2)c1 | -10% | 2 |
| CCCN1CCN(c2nc3c(c(=O)[nH]c(=O)n3C)n2Cc2ccccc2)CC1 | 0% | -3 |
| COc1ccc(-c2cc3ccc(OCC(=O)OC(C)C)cc3oc2=O)cc1 | 5% | 15 |
| CCN(CC)S(=O)(=O)c1ccc(-c2nc(C#N)c(NCc3ccc4c(c3)OCO4)o2)cc1 | -1% | 6 |
| COC(=O)C1=CN(c2ccc(Oc3ccccc3)cc2)C(N)=C(C#N)C1c1ccccc1 (stereo unspecified) | ? | -1 |

(continued)
| Structure | ALOX12 inh | LDHA inh |
| --- | --- | --- |
| COc1ccc(-c2cc(CNc3nc4cc(-c5ccccc5C)sc4c(=O)n3C)on2)cc1 | -1% | -8 |
| OC(c1ccc(Cl)c(F)c1)c1ncc(-c2cccc(C(F)(F)F)c2)[nH]1 (stereo unspecified) | -19% | -3 |
| COCCNC(=S)NCCN(Cc1ccccc1)C(=S)NCCOC | ? | 0 |
| O=C(OCc1ccc(Cl)c(Cl)c1)c1ccccc1Oc1ccccc1 | -17% | -25 |
| O=C(Nc1ccc(F)cc1)C1CCN(c2ncnc3c2sc2ncccc23)CC1 | 2% | -5 |
| O=C(NCCC1=CCCCC1)c1ccccc1C(F)(F)F | -11% | -1 |
| CC(C)(C)c1ccc(NC(=O)CN2CCC(N3CCCC3)C2)cc1 (stereo unspecified) | ? | -5 |
| Cc1ccc(SCCNC(=S)Nc2ccc(F)cc2)cc1 | 50µM* | 11 |
| O=C(NC1CC1)c1cccc(NC(=O)c2cccc3cccnc23)c1 | 1% | 6 |
| CC(=O)c1cccc(NC(=O)C(C)Oc2ccc3ccc(=O)oc3c2)c1 (stereo unspecified) | 0% | 12 |
| O=C(c1cn[nH]c1-c1ccc(F)cc1)N1CCCCC1 | -2% | 8 |
| Cc1ccc(S(=O)(=O)N2C[C@H]3C(=O)C[C@@H](c4ccccc4)N(S(=O)(=O)c4cccc(C)c4)[C@H]3C[C@H]2c2ccccc2)cc1 | 13% | -1 |
| O=C(O)CCNS(=O)(=O)c1ccc(Cl)c(C(=O)O)c1 | ? | -1 |
| CCCN(Cc1cccs1)C(=O)Nc1ccccc1OC | 8% | 1 |
| CC(SC1CCCC1)C(=O)Nc1ccc(Cl)cc1Cl (stereo unspecified) | -1% | 3 |

The list goes on:
| Structure | ALOX12 inh | LDHA inh |
| --- | --- | --- |
| CC(O)CNc1nc(-c2ccco2)c2c(c1C#N)CCCC2 (stereo unspecified) | ? | 6 |
| CCn1c(=O)c(-c2noc(C(=O)N3CCC(c4ccccc4)C3)n2)nn(-c2ccc(C)cc2)c1=O (stereo unspecified) | ? | -1 |
| COc1ccc2[nH]c(=O)c(COC(=O)c3ccc(F)cc3)cc2c1 | ? | -23 |
| CC(C)=CCC/C(C)=C/C=N/NC(=S)Nc1ccccc1 | ? | -1 |
| Cc1ccc2c(C)nc(Nc3nc4ccccc4c(=O)[nH]3)nc2c1 | -77% | -8 |
| CC(=O)NC(c1cccc(F)c1)c1nc(-c2cccc(F)c2)cs1 (stereo unspecified) | 9% | -1 |
| CCc1ccc2oc(=O)cc(CN3CCN(CC(=O)N4CCCCC4CC)CC3)c2c1 (stereo unspecified) | 3% | 1 |
| O=C1NC[C@H](Cc2ccc(O)cc2)N(C[C@@H]2CCCN2C[C@H](Cc2ccccc2)N2C[C@H](Cc3ccc(O)cc3)N(CC3CCCCCC3)C(=O)C2=O)C1=O | 25µM* | -4 |
| CC(=O)c1cccc(Nc2nc(-c3ccc(Cl)cc3)nc3ccccc23)c1 | ? | 3 |
| CC(C)C[C@H](Nc1ncnc2sc3c(c12)CCCC3)C(=O)O | ? | 5 |
| COc1ccc(CN(C)C(=O)C2CCN(C(=O)c3ccc(OC)c4ccccc34)CC2)cc1 | 2% | 4 |
| CCN1C(=O)COc2ccc(NC(=O)c3cc(=O)c4cc(Cl)c(C)cc4o3)cc21 | 6% | -3 |
| COc1ccc(C(C)=O)cc1COC(=O)Cc1ccc(Cl)cc1Cl | -4% | 12 |
| Brc1cccc(-c2nc(-c3cccnc3)no2)c1 | -15% | 3 |
| CC(C)NC(=O)C1(C)CN(S(C)(=O)=O)CC(=O)N1CCc1ccccc1F (stereo unspecified) | -10% | -6 |

Next structures.
| Structure | ALOX12 inh | LDHA inh |
| --- | --- | --- |
| CC(C)(C)c1ccc(C(=O)Oc2ccc(/C=N/O)cc2)cc1 | ? | 6 |
| O=S(=O)(c1ccc(Br)cc1)N1CCN(C/C=C/c2ccccc2)CC1 | -19% | 0 |
| CCOc1ccccc1NC(=O)CC1C(=O)Nc2nc3ccccc3n21 (stereo unspecified) | -2% | -8 |
| COc1cc(/C=C(/C#N)c2ccccn2)ccc1OCC(F)(F)F | -25% | 7 |
| COc1cccc(-c2ocnc2C(=O)NCc2cc(OC)ccc2OC)c1 | 2% | 8 |
| CCCn1c(=O)[nH]c(=O)c2c3c(cnc21)C(=O)CC(c1cccs1)C3 (stereo unspecified) | ? | -2 |
| CCOc1cc2cc(C(=O)c3cc(C)ccc3O)cnc2cc1OCC | -39% | 2 |
| CCCCCCNC(N)=S | ? | 3 |
| O=C(CSc1ccc2c(c1)CCC2)Nc1ccc2c(c1)OCCCO2 | ? | 5 |
| Cc1ccc(-c2ccc(=O)n(Cc3noc(C(=O)NCc4cccs4)n3)n2)cc1 | -14% | -7 |
| Cc1ccccc1OCc1nnc(SCC(=O)N2CCc3ccccc3C2)n1C | -4% | 3 |
| COc1ccc(-c2ocnc2C(=O)Nc2cccc(Cl)c2)cc1 | ? | 9 |
| CC1OC(COCc2ccccc2)Cc2[nH][nH]c(=O)c21 (stereo unspecified) | -11% | 1 |
| O=C(COc1ccc(Cl)cc1)Nc1c(NC2CCCCC2)c2ccccc2oc1=O | 7% | 0 |
| COc1ccc(OC)c(Nc2nc(NCCc3ccccc3)nc3c2cnn3-c2ccccc2)c1 | 38%[activator] | 8 |

(further entries)
Fields – ALOX12 inh | LDHA inh
CC(C)(C)C(=O)NC(NC(=O)C(C)(C)C)c1ccc(F)cc1
    ? | -6
O=C(NC1CCN(Cc2cccc(C(F)(F)F)c2)CC1)C1CCCCC1
    -18% | -1
COCCNC(=O)CSc1cc(C)c2ccccc2n1
    20% | 7
Cc1sc(N)nc1Cc1ccccc1
    8% | -2
Cn1nc(CC(=O)OCC(=O)NC(C)(C)C)c2ccccc2c1=O
    10% | -2
CCc1cccc2c(C(=O)CN3CCC(C(=O)N4CCCCCC4)CC3)c[nH]c12
    -4% | -3
CCCOc1cccc(C(=O)Nc2cc(-c3nc4ncccc4o3)ccc2OC)c1
    22% | -1
CCN(CC1CCCO1)S(=O)(=O)c1cccc(C#N)c1 (stereo unspecified)
    -16% | -6
COC(=O)c1cc(C)nc2c1c(=O)n(Cc1nc(-c3cccc(OC)c3OC)oc1C)c(=O)n2C
    11% | 4
CCc1ccc(-c2csc(/C(C#N)=C/Nc3ccccc3C(C)C)n2)cc1
    ? | 0
Cc1cc(=O)oc2cc(OCC(=O)N(C)Cc3ccccc3Br)ccc12
    -2% | -1
COc1ccccc1Oc1coc2cc(OCc3cccc(Cl)c3)ccc2c1=O
    -18% | -4
COC(=O)C1=CN(C(C)C)C=C(C(=O)OC)C1c1ccsc1
    ? | 2
Cc1csc(NC(=O)c2ccc(Oc3ccc(F)cc3Br)nc2)n1
    ? | 6
Cc1cc(C(=O)OCC(=O)Nc2ccc(Br)c(C)c2)c2ccccc2n1
    -27% | 3
CCN(CC)Cc1ccc(CNC(=O)C2CCN(c3nc4ccccc4o3)CC2)cc1
    ? | 1
COc1ccccc1-c1cc(C(F)(F)F)nc(N2CCN(Cc3ccccc3)CC2)n1
    3% | 4
CS(=O)(=O)N1CCN(C(=O)CNc2cccc(F)c2)CC1
    9% | -8
CCOc1cc(CNc2ccc(N3CCOCC3)c(C(=O)O)c2)cc(Br)c1OCC
    69%[activator] | 5
N#Cc1cccc(C(=O)OCc2ccccn2)c1
    ? | -11

A draw from above in order of molar mass, lowest first:
Fields – ALOX12 inh | LDHA inh
N#Cc1cccc(C(=O)OCc2ccccn2)c1
    ? | -11
CCN(CC1CCCO1)S(=O)(=O)c1cccc(C#N)c1 (stereo unspecified)
    -16% | -6
O=C(NC1CCN(Cc2cccc(C(F)(F)F)c2)CC1)C1CCCCC1
    -18% | -1
Cc1cc(=O)oc2cc(OCC(=O)N(C)Cc3ccccc3Br)ccc12
    -2% | -1

New compounds follow.
Fields – ALOX12 inh | LDHA inh
CC(C)C(=O)Nc1ccc2oc(-c3cncc(Br)c3)nc2c1
    3% | 10
O=C(NCCc1ccccc1)Nc1cccc(CN2CCOC2=O)c1
    19% | -5
CCc1cc2c(cc1C1(C)OCC(C)O1)C(C)(C)CCC2(C)C (stereo unspecified)
    47%[activator] | 13
O=C(/C=C/Nc1cccc2ccccc12)C(F)(F)F
    ? | 25
Cc1ccc2c(C=O)c[nH]c2c1
    -20% | 8
COc1ccccc1NC(=O)CN(Cc1ccco1)C(=O)c1cc(=O)c2ccccc2o1
    2% | 16
COC(=O)Cn1c(=O)c2c3c(sc2n(Cc2ccccc2)c1=O)CCC3
    ? | -14
COc1ccc(Nc2nc(N)c(C(=O)c3ccc(Br)cc3)s2)cc1
    -23% | -2
OC[C@@H]1CN(Cc2ccc(Cl)cc2)C[C@H](n2cnc3c(N4CCN(c5ccccc5)CC4)ncnc32)O1
    -24% | 1
O=C(NCc1cc(Cl)cc(Cl)c1)c1ccc2sc([C@H]3C[C@H](O)[C@@H](CO)O3)nc2c1
    -18% | -4
COc1ccccc1CNC(=O)c1sc(NC(C)C)nc1C
    6% | -3
COCCOc1cc(NC(=O)c2n[nH]c(=O)c3ccccc23)ccc1OC
    -13% | 11
CC(C)c1ccccc1NC(=O)COc1ncnc2ccc(Br)cc12
    ? | -12
N#C/C(=C/c1ccccc1OCc1ccccc1Cl)c1nc2ccccc2s1
    -19% | -9
CCCNc1nc(-c2ccc(O)c(C(N)=O)c2)cs1
    ? | 24
COc1ccc(C(O)c2ncc(-c3ccccc3OC)[nH]2)cc1F (stereo unspecified)
    -5% | -9
CCOC(=O)c1cc2n(n1)CC(C)(C(=O)NCCC(C)C)N(c1ccc(C)c(F)c1)C2=O (stereo unspecified)
    -19% | 5

Assay outcomes deposited in PubChem BioAssay by National Center for Advancing Translational Sciences (NCATS).
